# Screens from PubChem BioAssay.
# proKLK7 act = activates the human kallikrein-7 zymogen; AID 652039; purified proKLK7, EDANS-DABCYL substrate fluorescence; 100% is mature enzyme control, 0% vehicle; activation, % at 7 µM; hit rate 0.9% among 370,000;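 active = activation above the mean of all tested compounds plus 3 SD, computed per campaign excluding outliers beyond control limits, cut at about 13% in these data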
# Target sequence (P49862 whole entry, looked up): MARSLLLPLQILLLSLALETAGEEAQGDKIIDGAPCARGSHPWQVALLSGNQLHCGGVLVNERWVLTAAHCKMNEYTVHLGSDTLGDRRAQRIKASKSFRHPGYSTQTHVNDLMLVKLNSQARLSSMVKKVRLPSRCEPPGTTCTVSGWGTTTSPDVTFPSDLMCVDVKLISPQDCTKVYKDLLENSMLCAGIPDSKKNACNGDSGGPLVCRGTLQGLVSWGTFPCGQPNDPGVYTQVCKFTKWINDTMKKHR
# DDE Tn7 FP inh = disrupts Tn7 cyclic peptide binding to fibrin D-Dimer-E complex; P02675; FP displacement of FITC-Tn7 peptide from fibrin DD(E); 0% = median of compound wells per plate; inhibition, % at 8.3 µM; hit rate 0.13% among 370,000; AID 720508;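 active = inhibition above the mean of compounds falling within the control limits plus 3 SD of them, cut at about 14% in these data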;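 note: 0% = plate median of compound wells and 100% = 10 µM Aha-Tn7 peptide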
#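 Assay system: Fibrin-DD(E) protein isolated from polymerized human fibrin clots; read-out basis: percent inhibition; medium: Tris/NaCl/CaCl2 buffer, pH 7.8; signal: FP measurement; incubation: 10 min plus 3 h, room temperature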
# UHRF1 binding = blocks human UHRF1 binding to methylated DNA. Q96T88. UHRF1 binding to methylated oligo, TR-FRET. inhibition, % at 4.4 µM. hit rate 0.75% among 370,000. AID 687016; in the data active = inhibition above about 21%;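 note: UHRF1 SRA domain binding a hemimethylated CpG hairpin DNA probe; 0% = median of test compound wells and 100% = reference inhibitor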
# Target sequence (Q96T88 whole entry, looked up, the tested form may be a part): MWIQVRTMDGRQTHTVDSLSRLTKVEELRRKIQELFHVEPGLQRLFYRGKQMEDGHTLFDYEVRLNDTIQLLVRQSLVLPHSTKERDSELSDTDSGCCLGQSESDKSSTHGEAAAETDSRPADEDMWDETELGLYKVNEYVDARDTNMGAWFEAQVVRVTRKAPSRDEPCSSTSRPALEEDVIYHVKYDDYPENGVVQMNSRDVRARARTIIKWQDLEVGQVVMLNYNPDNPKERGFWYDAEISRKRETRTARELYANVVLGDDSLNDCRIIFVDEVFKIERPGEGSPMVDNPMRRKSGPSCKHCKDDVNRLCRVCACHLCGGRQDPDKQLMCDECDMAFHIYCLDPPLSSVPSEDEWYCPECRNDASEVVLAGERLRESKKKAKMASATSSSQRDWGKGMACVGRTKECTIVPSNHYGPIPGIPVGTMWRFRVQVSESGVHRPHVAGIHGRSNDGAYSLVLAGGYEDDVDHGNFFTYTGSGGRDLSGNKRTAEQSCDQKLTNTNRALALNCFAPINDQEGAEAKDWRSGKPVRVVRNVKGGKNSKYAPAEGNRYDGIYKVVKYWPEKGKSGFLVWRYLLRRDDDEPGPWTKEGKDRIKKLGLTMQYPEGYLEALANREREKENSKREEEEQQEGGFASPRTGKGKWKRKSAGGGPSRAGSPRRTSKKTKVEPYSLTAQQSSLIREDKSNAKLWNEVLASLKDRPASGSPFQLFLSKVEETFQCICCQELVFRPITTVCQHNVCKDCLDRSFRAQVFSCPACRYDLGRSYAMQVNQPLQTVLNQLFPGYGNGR
# Tn6 DDE FP = inhibitors of Tn6 peptide binding to human fibrin DD(E); inhibition, % at 8.3 µM; AID 720509; Fibrin DD(E) TRITC-Tn6 fluorescence polarization displacement; hit rate 0.21% among 370,000; P02675;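 active = inhibition above a per-campaign cutoff: mean of compounds within control limits plus 3 SD, cut at about 15% in these data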;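 note: 0% = median of all compound wells on the plate and 100% = blocking peptide control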
# SIAE primary = inhibitors of human sialic acid acetylesterase SIAE | Q9HAT2 | AID 1053197 | hit rate 0.69% among 370,000 | inhibition, % at 9.66 µM | SIAE FP-Rh probe binding, fluorescence polarization;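 active = inhibition above a cutoff: mean of compounds within the control limits plus 3 SD of those, cut at about 17% in these data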;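 note: 0% = plate median of compound wells and 100% = probe without SIAE protein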
# MBD2 inh = MBD2-methylated oligo binding inhibition; hit rate 0.31% among 370,000; TR-FRET, MBD2 binding to methylated oligonucleotide; inhibition, % at 4.4 µM; AID 686964; in the data active = inhibition above about 13%
# LEDGF integ inh = blocks HIV-1 LEDGF/p75-dependent DNA integration. TR-FRET IN-LEDGF/p75 DNA integration, Eu/Cy5. inhibition, % at 3.7 µM. hit rate 0.64% among 370,000. AID 743269;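 active = inhibition above the screen-wide mean plus 3 SD, cut at about 13% in these data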;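 note: signal is the Cy5 over europium emission ratio at 671 and 618 nm; 0% = plate median of compound wells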
# PRMT1 inh = PRMT1 (human) inhibition, primary screen; inhibition, % at 2.79 µM; hit rate 1.3% among 370,000; AID 652257; recombinant PRMT1, activity-based probe fluorescence polarization; Q99873;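 active = inhibition above about 21% made by adding two undisclosed values, limit read from the data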
# TDP2 inh = TDP2 (human) inhibition, absorbance primary screen; O95551; recombinant TDP2, T5PNP hydrolysis, p-nitrophenol absorbance 415 nm; inhibition, % at 12.8 µM; hit rate 0.34% among 370,000; AID 720702;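 active = inhibition above the mean of all tested compounds plus 3 SD, set per campaign, cut at about 25% in these data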;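 note: 0% = DMSO with enzyme and 100% = buffer with substrate but no TDP2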
#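 System: recombinant human TDP2 / Amount: 120 nM TDP2 per well / Also added: 5 mM T5PNP chromogenic substrate / Doses: 12.8 µM single point, 1% DMSO / Incubation: 2 h at 37 °C / Detection: p-Nitrophenol epi absorbance / Evaluation: % inhibition relative to enzyme-containing and enzyme-free wells / Repeats: singlicate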
# TCR-CD3 inh = blocks the human TCR-CD3 interaction; hit rate 0.37% among 360,000; AID 651800; TAMRA-labeled TCR probe fluorescence, biochemical; inhibition, % at 9.4 µM; in the data active = inhibition above about 19%;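 note: recombinant mutant TCR 2C K166C tagged with TAMRA read by polarization; 0% = receptor in buffer alone and 100% = receptor with positive control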
# Starred values were filed as active, the others as inactive; . = no result given.
# Sample of the layout:
SMILES,proKLK7 act,DDE Tn7 FP inh,UHRF1 binding,Tn6 DDE FP,SIAE primary,MBD2 inh,LEDGF integ inh,PRMT1 inh,TDP2 inh,TCR-CD3 inh
Cc1cccc(/C(N)=N/OC(=O)c2ccoc2C)c1,-0.4,-6,-1,-3,0,-6,1,-6,-10,8
COc1cc(CCC(=O)OCC(=O)NCc2ccccc2)cc(OC)c1OC,-0.4,-1,2,0,-8,0,-1,4,12,-7
CC(=O)c1c(C)[nH]c(C(=O)COC(=O)CCNS(=O)(=O)c2ccc(C)c(C)c2)c1C,-0.1,2,-4,1,7,-8,-4,0,2,9
CSc1ncccc1C(=O)N1CCCC(Nc2ccc(C)c(C)c2)C1 (configuration not stated),0.1,2,-5,9,5,-7,4,-6,-4,-4
O=C(CCN1C(=O)C2CCCCC2C1=O)Nc1ccc(F)c(F)c1F (configuration not stated),-0.1,1,-2,-1,3,5,1,-2,-7,3
COc1ccc(CCN2CC(C(=O)OCC(=O)N(C)CC(=O)Nc3ccccc3Cl)CC2=O)cc1OC (configuration not stated),-1.0,-13,3,0,2,3,-2,2,3,-5

# The whole of this part, repeating the preview:
SMILES,proKLK7 act,DDE Tn7 FP inh,UHRF1 binding,Tn6 DDE FP,SIAE primary,MBD2 inh,LEDGF integ inh,PRMT1 inh,TDP2 inh,TCR-CD3 inh
Cc1cccc(/C(N)=N/OC(=O)c2ccoc2C)c1,-0.4,-6,-1,-3,0,-6,1,-6,-10,8
COc1cc(CCC(=O)OCC(=O)NCc2ccccc2)cc(OC)c1OC,-0.4,-1,2,0,-8,0,-1,4,12,-7
CC(=O)c1c(C)[nH]c(C(=O)COC(=O)CCNS(=O)(=O)c2ccc(C)c(C)c2)c1C,-0.1,2,-4,1,7,-8,-4,0,2,9
CSc1ncccc1C(=O)N1CCCC(Nc2ccc(C)c(C)c2)C1 (configuration not stated),0.1,2,-5,9,5,-7,4,-6,-4,-4
O=C(CCN1C(=O)C2CCCCC2C1=O)Nc1ccc(F)c(F)c1F (configuration not stated),-0.1,1,-2,-1,3,5,1,-2,-7,3
COc1ccc(CCN2CC(C(=O)OCC(=O)N(C)CC(=O)Nc3ccccc3Cl)CC2=O)cc1OC (configuration not stated),-1.0,-13,3,0,2,3,-2,2,3,-5
CCN(CC)S(=O)(=O)c1ccc(Cl)c(C(=O)OC)c1,0.2,2,-1,4,8,2,2,-2,-6,4
CCc1c(C)sc(NC(=O)c2ccccc2[N+](=O)[O-])c1C(N)=O,-0.5,-1,9,-1,4,-1,-4,1,-6,3
CC1C(=O)N2CCCc3cc(NC(=O)c4ccccc4C(F)(F)F)cc1c32 (configuration not stated),0.4,-6,-2,-2,5,-1,4,2,2,7
COc1cc(C=C2C(=O)c3ccccc3C2=O)cc(OC)c1,-0.7,1,-5,-1,13,-11,-4,16,2,2
C#Cc1ccc([C@@H]2C=C(C(=O)N3CCOCC3)O[C@H](OCC)[C@H]2CCCO)cc1,-0.1,-3,1,-6,6,6,0,2,-7,1
CC1(C(=O)Nc2ccc3nc[nH]c3c2)CCN1C(=O)C/C=C/c1ccccc1 (configuration not stated),0.5,2,1,-5,-2,-2,-2,4,-2,-2
C/C(=N\NC(=O)Cc1csc(N2CCOCC2)n1)c1ccccc1,-0.2,-3,-5,-8,21*,6,2,3,1,-12
Cc1c(Br)c(=O)oc2c(Br)c(O)c(O)cc12,-15,4,31*,-6,13,10,-3,29*,-10,25*
O=C(CC1C(=O)NCCN1CC(c1ccccc1)c1ccccc1)NCCc1cn[nH]c1 (configuration not stated),0.5,-5,2,2,-1,-3,3,1,-9,-7
COc1ccc(S(=O)(=O)N2CCN(C(=O)c3oc4ccccc4c3C)CC2)cc1,-0.2,1,0,-8,-3,-2,2,0,1,0
CCO[C@H]1OC(C(=O)NCc2nc3ccccc3[nH]2)=C[C@@H](C)[C@@H]1CCCO,0.1,4,-3,-3,-1,-3,0,-1,3,6
O=C(N=Nc1c(O)n(Cc2ccccc2)c2ccccc12)c1cc2ccccc2cc1O,-0.4,-6,-1,0,3,0,0,0,9,11
CCCn1c(N)c(C(=O)CSc2nnc(Cc3ccccc3)o2)c(=O)n(C)c1=O,-0.6,-2,0,3,-6,2,1,-2,-5,0
CCOC(=O)[C@]12CCCC=C1N(CCC1=CCCCC1)C(=O)[C@H](CC(=O)N1CCOCC1)C2,0.1,-1,-3,7,-1,-3,0,2,3,3
FC(F)(F)c1cnc(Sc2ncn[nH]2)c(Cl)c1,0.6,-6,-1,-4,-5,0,5,0,-8,0
Cc1cc(C(=O)NCc2ccco2)c2cc(F)ccc2n1,-0.5,-4,-1,9,-4,6,2,-1,-8,8
Cc1cccc(OCCCN2CCC(C(O)(c3ccccc3)c3ccccc3)CC2)c1,0.3,1,0,0,-7,-4,-6,4,3,4
COc1ccc(-c2csc(NC(=O)CN3C(=O)C4CC=CCC4C3=O)n2)cc1 (configuration not stated),0.1,1,1,-3,-2,3,3,1,6,-1
O=C(N[C@@H](Cc1ccccc1)C(=O)N1CCC2(CC1)NCCc1[nH]cnc12)c1cccc(F)c1,0.2,-7,-2,1,-4,4,-1,-2,13,11
Cc1ccc(NC2=NCC(=O)N2Cc2cccs2)cc1C,-0.6,7,-4,3,1,-4,0,-5,-1,8
O=C(O)C1Cc2ccccc2CN1C(=O)CCl (configuration not stated),-0.2,1,-8,-3,0,-1,2,1,-1,2
Cc1cc(N2CCN(C)CC2)nc2ccc(NC(=O)CCC(=O)NCCCOC(C)C)cc12,2.3,-6,-1,-4,-1,-8,0,-5,-19,1
Cc1cc(C)c(OCCN2CCOCC2)c(Cl)c1,0.6,2,0,-1,4,-3,-3,6,-2,-11
CCN(CC)c1ccc2c(O)cc(=O)oc2c1,1.0,2,6,4,6,-4,0,-1,-3,2
C=CCOC(=O)CC(NC(=O)c1ccccc1)c1ccccc1 (configuration not stated),-0.7,0,1,0,-10,-3,1,4,-1,-8
COc1ccc2cnn(-c3ccccc3)c(=O)c2c1OC,0.3,-3,-3,5,2,-4,2,-4,13,4
CC(OC(=O)CCC(=O)c1cccs1)C(=O)NC1CCCCC1C (configuration not stated),0.1,-3,0,5,-5,-2,0,-1,8,1
CCCn1nc(NC(=O)C2CCCO2)c2cc3cccc(C)c3nc21 (configuration not stated),-5.2,-6,-1,2,-2,2,1,-5,-18,4
CCC(=O)N(c1nnc(SCC(=O)Nc2ccccc2Cl)s1)C1CC1,-0.2,2,2,4,0,-1,2,7,-8,-6
CC1CCCCC12NC(=O)N(CC(=O)Nc1ccc(S(=O)(=O)N3CCOCC3)cc1)C2=O (configuration not stated),-0.7,11,3,6,3,0,-2,0,7,-2
COc1ccccc1CCNC(=O)c1csc2c1CCCC2,-0.4,-4,1,-3,-5,1,1,0,-2,0
O=C(CN1CCN(Cc2ccccc2F)C1=O)NCC1CCCO1 (configuration not stated),-0.2,4,0,-5,-2,0,-5,1,-4,-1
C=C(C)c1ccccc1NC(=O)CCN1C(=O)c2ccccc2S1(=O)=O,-0.2,-7,4,-1,-4,0,5,-4,-16,-6
FC(F)(F)c1ccc(-c2nc3ccccc3s2)cc1,0.2,-9,-1,11,-4,-1,4,1,1,2
O=C(c1cc2ccccc2o1)N1CCN(S(=O)(=O)/C=C/c2ccccc2)CC1,-0.2,-3,0,0,7,-3,3,3,-9,7
COc1ccccc1-c1nnc2sc(COc3ccc(F)cc3)nn12,-0.4,11,-3,2,-8,-4,0,1,-6,-1
CCCNC(=O)Nc1ccc2c(c1)C(=O)N(C)[C@H]1CC[C@H](CC(=O)NCC3CCCCC3)O[C@@H]1CO2,0.1,-4,11,-3,0,12,-3,2,3,.
O=C(COc1ccccc1)NCC(=O)N1CCCC1,-0.5,-5,-2,1,-5,3,3,-3,9,1
Cc1ccc(-n2nc(C(=O)O)c3ccccc3c2=O)cc1C,-0.5,-3,5,-2,1,1,2,-2,2,-2
O=C(NCc1ccco1)C1CCN(c2nc3ccccc3n2Cc2ccccc2F)CC1,0.1,-2,3,-10,4,7,2,20,4,-6
CCc1ccc(CCNC(=O)OC2CC3CC2[C@H]2CCCCN2[C@H]3C)cc1 (some centres not stated),0.3,-1,1,0,1,3,2,-3,11,.
O=S(=O)(NCc1nnnn1-c1ccc(F)cc1)c1ccc(F)cc1,-0.6,-3,2,5,-5,3,-1,2,-5,-4
CCCCCN(C(=O)COC(=O)COc1c(C)cc(C)cc1C)c1c(N)n(CCCC)c(=O)[nH]c1=O,0.0,1,1,3,-2,1,2,-3,-11,7
CCc1nc2c(OCc3ccc(F)c(F)c3)cccn2c1N(C)C(=O)c1ccco1,-0.3,7,-3,-3,-2,-2,1,-3,-2,-3
N#Cc1ccc(S(=O)(=O)Nc2ccc3ccccc3n2)cc1,1.6,3,-1,-4,9,-3,5,-5,21,7
O=C(C1=C(O)C(=O)N(c2ncccn2)C1c1cccs1)c1ccco1 (configuration not stated),-0.7,-3,1,6,2,2,1,-2,1,5
C=CCn1c(CSc2nc3ccccc3s2)nnc1SCC(=O)NCc1cccnc1,0.3,-2,2,5,1,1,0,0,-5,7
CCC(C)NC(=O)CN(c1ccc(OC)cc1)S(=O)(=O)c1ccccc1 (configuration not stated),-0.2,3,6,-2,-5,1,-9,3,-7,-3
CC(=O)Nc1cccc(-c2nc3ccccc3o2)c1,0.1,-10,-5,3,1,-4,5,0,12,10
Cc1ccc(NC2=C(N3CCCCC3)C(=O)c3ccccc3C2=O)cc1,0.2,-1,14,-2,-8,-2,17*,7,56*,-5
O=C(CN1C(=O)NC2(CCCCCC2)C1=O)Nc1ccccc1[N+](=O)[O-],0.1,1,0,4,-2,1,2,0,2,3
COc1cc(NC(=S)N2CCN(S(=O)(=O)c3ccccc3)CC2)cc(OC)c1,1.3,2,1,-1,0,-2,1,-1,1,-1
COc1cccc(CN(c2ccccc2C(=O)O)S(=O)(=O)c2ccc(C)cc2)c1,0.1,-2,-1,3,-6,0,-2,-2,-2,-4
CCOC(=O)[C@]12CCCC=C1N(Cc1ccc3c(c1)OCO3)C(=O)[C@H](CC(=O)NCc1cccc(C(F)(F)F)c1)C2,0.1,0,-3,-1,-7,6,4,-8,-5,-3

# Next part
SMILES,proKLK7 act,DDE Tn7 FP inh,UHRF1 binding,Tn6 DDE FP,SIAE primary,MBD2 inh,LEDGF integ inh,PRMT1 inh,TDP2 inh,TCR-CD3 inh
CCOC(=O)c1ccc(Nc2nc(C(=O)OCC)nc3ccccc23)cc1,-8.8,-1,0,-1,-46,-1,1,-2,-6,6
COc1ccc([N+](=O)[O-])c(S(=O)(=O)c2ccccc2)n1,0.0,4,-5,2,4,-3,4,25*,-6,-6
COc1ccc(N/C=C2\C(=O)CCc3c2oc2cc(Cl)c(O)c(Cl)c32)cc1,0.4,1,-4,-3,9,2,-2,1,19,1
Cc1cc(NO)c(C(C)C)cc1N=O,0.4,-5,-2,2,-2,-3,-2,0,3,7
CCn1c(=NC(=O)CSC(C)=O)sc2cc(OC)ccc21,0.3,0,3,-1,5,2,0,2,3,-5
COc1cccc(CNCc2ccc(OC)cc2OC)c1,-0.4,0,5,-5,-1,-2,9,-2,-11,-16
